# Gal4-VP16 FLuc – VP16 counterscreen qHTS for inhibitors of ROR gamma transcriptional activity | Drosophila S2 Gal4-VP16 UAS-luciferase, luminescence, 20 h | Potency, µM (series often up to 53.6 µM), for inactives: top-dose activity, negative = inhibition, actives largely listed as inhibitors | actives 3.5% (n = 310,000);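 note: Gal4-VP16 expression switched on by copper sulfate through the metallothionein promoter; potency is the fitted concentration of half-maximal effect; % is set by controls: 0 for no effect and ±100 for the full control effect; nearly all actives have a fitted effect of over 50% in size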
# TRPV1 ag – HTS Assay for Compounds that Act as Agonists of the Vanilloid Receptor 1; Transient receptor potential cation channel subfamily V member 1 (Homo sapiens), Q8NER1; TRPV1-expressing cells, Fluo-8 calcium influx, agonist mode; activation, % at 8.33 µM; actives 0.19% (n = 320,000); AID 540275, 2011; in the data active = activation above about 80%; inconclusive = between about 30% and that limit; note: 0% is about no effect
#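 Cells expressing TRPV1 were dye-loaded with Fluo-8 and read kinetically: 10 s baseline, 3 min after compound (agonist portion), then 2 min after EC20 capsaicin (allosteric enhancer portion). Calcium-bound dye fluorescence at 480/520 nm.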
# BRCA1 expr act – qHTS Assay to Identify Small Molecule Activators of BRCA1 Expression; actives 1.1% (n = 380,000); Potency, µM (doses to about 46.1 µM), without a hit: at the top dose activation, hits mostly activators; MCF7-BRCA1-FFLuc reporter, luminescence, 48 h; response scale: scaled: vehicle 0%, 10 µM genistein 100%; note: potency is the fitted concentration of half-maximal effect; nearly all actives have a fitted effect of over 80% in size; some results filed as inactive show a strong effect at the top dose
#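 Luminescence from a BRCA1-driven firefly luciferase in MCF7 cells was read after 48 h compound exposure at 37 C. Data normalized against DMSO and a 10microM genistein activation control, then curve-fitted across the titration.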
# NPC1 prom act – qHTS Assay for NPC1 Promoter Activators; Huh7 NPC1 promoter luciferase reporter, 24 h; Potency, µM (doses to about 9.22 µM), inactives show top-dose activation, usual class: activators; actives 2.4% (n = 320,000);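 note: potency is the fitted concentration of half-maximal effect; % of control where 0% means no effect; nearly all actives have a fitted effect of over 60% in size; reporter is driven by a mutant NPC1 promoter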
#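 Quantitative HTS used a cell-based reporter: Huh7 cells stably bearing the NPC1 promoter upstream of luciferase were treated with compounds for 24 h, and promoter activation was read as luminescence.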
# Tb PFK inh – qHTS Assay to Find Inhibitors of T. brucei phosphofructokinase | T. brucei PFK, ADP-Glo luminescence | AID 485367, 2010 | Potency, µM (doses to about 57.5 µM), for inactives: at the highest dose activity, negative = inhibition, most hits filed as inhibitors | actives 0.17% (n = 330,000);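 note: potency is the fitted concentration of half-maximal effect; 0% = uninhibited 1x PFK enzyme wells and -100% = no-enzyme wells; nearly all actives have a fitted effect of over 60% in size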
#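 1.25 nM PFK with 0.5 mM F6P and 0.1 mM ATP in 0.1 M TEA pH 8.0, 5 mM MgCl2, incubated 45 min at room temperature; ADP measured by ADP-Glo luminescence; compounds titrated up to 57 uM.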
# FLuc modulator – qHTS profiling assay for firefly luciferase inhibitor/activator using purifed enzyme and Km concentrations of substrates (counterscreen for miR-21 project). Luciferin 4-monooxygenase (Photinus pyralis), P08659. purified FLuc, Km substrates, luminescence inhibition. Potency, µM (top dose mostly 57.5 µM), without a hit: at the highest dose activity change, negative = inhibition, usual class: inhibitors. actives 6.9% (n = 360,000);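 note: potency is the fitted concentration of half-maximal effect; plate controls were vehicle for no effect and reference inhibitor for full effect; nearly all actives have a fitted effect of over 55% in size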
# Target sequence (P08659 whole entry, looked up): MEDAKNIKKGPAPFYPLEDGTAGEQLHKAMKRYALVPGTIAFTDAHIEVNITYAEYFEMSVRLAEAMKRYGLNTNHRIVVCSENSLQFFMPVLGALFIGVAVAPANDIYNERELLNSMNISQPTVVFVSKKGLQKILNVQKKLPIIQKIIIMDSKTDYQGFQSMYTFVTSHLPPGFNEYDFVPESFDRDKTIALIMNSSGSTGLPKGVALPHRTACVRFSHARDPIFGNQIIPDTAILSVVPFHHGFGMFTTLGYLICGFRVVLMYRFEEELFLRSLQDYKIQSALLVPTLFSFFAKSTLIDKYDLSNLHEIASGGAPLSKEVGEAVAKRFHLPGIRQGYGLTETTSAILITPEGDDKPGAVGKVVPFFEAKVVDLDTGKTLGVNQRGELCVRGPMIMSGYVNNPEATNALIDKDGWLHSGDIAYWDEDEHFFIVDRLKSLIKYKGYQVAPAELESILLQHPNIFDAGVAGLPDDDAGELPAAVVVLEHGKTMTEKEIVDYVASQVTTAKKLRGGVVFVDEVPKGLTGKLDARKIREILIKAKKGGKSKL
#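 Purified P. pyralis luciferase (10nM final) with 10uM D-luciferin and 10uM ATP (Km levels) in 50mM Tris acetate pH 7.5, 10mM Mg acetate, 0.01% Tween-20, 0.05% BSA; qHTS 6-point titration, ~60 µM downward; luminescence read.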
# ELG1 genotoxic – qHTS screen for small molecules that induce genotoxicity in human embryonic kidney (HEK293T) cells expressing luciferase-tagged ELG1; actives 1.3% (n = 330,000); Potency, µM (doses to about 46 µM), for inactives: top-dose activity change, positive = activation, most hits filed as activators; AID 504466, 2011; HEK293T ELG1-luciferase reporter, luminescence, 16 h; note: potency is the fitted concentration of half-maximal effect; % of control where 0% means no effect; nearly all actives have a fitted effect of over 60% in size
#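 Screening used a luciferase reporter fused to human ELG1 in HEK293T cells. Luminescence was read on a CCD plate imager after 16 hr exposure and 30 min ONE-Glo incubation.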
# ELG1 repair inh – qHTS screen for small molecules that inhibit ELG1-dependent DNA repair in human embryonic kidney (HEK293T) cells expressing luciferase-tagged ELG1. HEK293T ELG1-luciferase reporter, luminescence, 16 h; DNA damage induced by 5-fluorouridine. Potency, µM (top dose mostly 46.1 µM), for inactives: at the highest dose activity change, negative = inhibition, hits mostly inhibitors. actives 2.3% (n = 330,000); note: potency is the fitted concentration of half-maximal effect; % is set by controls: 0 for no effect and ±100 for the full control effect; nearly all actives have a fitted effect of over 55% in size
#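 Reporter activity after DNA damage by 5-fluorouridine is monitored. Compound-treated cells incubate 16 hr at 37 °C, then ONE-Glo is added for 30 min before luminescence reading.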
# RORg inh – qHTS for inhibitors of ROR gamma transcriptional activity; Nuclear receptor ROR-gamma (Mus musculus), P51450; Drosophila S2 Gal4-RORgamma UAS-luciferase reporter, 20 h; Potency, µM (titrated, usually from 53.6 µM), without a hit: at the top dose activity change, negative = inhibition, usual class: inhibitors; actives 5.4% (n = 310,000); note: potency is the fitted concentration of half-maximal effect; % is set by controls: 0 for no effect and ±100 for the full control effect; nearly all actives have a fitted effect of over 60% in size
# Target sequence (P51450 whole entry, looked up, the tested form may be a part): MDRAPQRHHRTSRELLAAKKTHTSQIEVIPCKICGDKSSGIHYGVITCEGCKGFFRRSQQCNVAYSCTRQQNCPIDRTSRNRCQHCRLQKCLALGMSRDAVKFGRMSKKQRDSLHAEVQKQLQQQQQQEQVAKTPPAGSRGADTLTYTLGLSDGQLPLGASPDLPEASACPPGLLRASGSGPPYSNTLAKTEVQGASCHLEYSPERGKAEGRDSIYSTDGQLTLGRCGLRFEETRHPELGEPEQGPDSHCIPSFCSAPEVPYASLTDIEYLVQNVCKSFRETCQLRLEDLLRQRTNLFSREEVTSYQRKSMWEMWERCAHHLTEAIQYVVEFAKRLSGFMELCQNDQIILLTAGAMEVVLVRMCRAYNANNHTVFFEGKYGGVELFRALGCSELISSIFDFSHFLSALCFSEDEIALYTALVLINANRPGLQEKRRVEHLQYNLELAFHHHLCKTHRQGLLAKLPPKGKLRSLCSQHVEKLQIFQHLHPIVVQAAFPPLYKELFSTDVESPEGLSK
#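 In this cell-based reporter format, copper sulfate (700 uM final) drives Gal4–ROR gamma fusion expression from a metallothionein promoter in Drosophila Schneider cells; compounds preincubated 1 hr, reporter read after 20 hr at ambient temperature.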
# Rab9 promoter act – qHTS Assay for Rab9 Promoter Activators | Huh7 Rab9 promoter-luciferase reporter, luminescence, 24 h | actives 2.8% (n = 320,000) | AID 485297, 2010 | Potency, µM (top dose mostly 9.22 µM), for inactives: top-dose activation, negative = inhibition, usual class: activators; note: potency is the fitted concentration of half-maximal effect; % of control where 0% means no effect; nearly all actives have a fitted effect of over 60% in size
#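 Rab9 promoter-driven luciferase in stably transfected Huh7 cells; 1500 cells/well rested 2 h, exposed to compound in DMSO for 24 h at 37 °C, 5% CO2. Luminescence read 10 min after adding luciferase reagent at ambient temperature.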
# p53 reactivator – qHTS assay for re-activators of p53 using a Luc reporter. H1299 p53-A138V BP100-luciferase reporter, luminescence, 24 h. Potency, µM (series often up to 92.2 µM), inactives show at the highest dose activity change, positive = activation, actives largely listed as activators. actives 0.063% (n = 320,000). AID 504706, 2011; note: potency is the fitted concentration of half-maximal effect; % of control where 0% means no effect; nearly all actives have a fitted effect of over 45% in size
#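 H1299 (p53-null), stable ts p53-A138V + BP100-Luc; 1000 cells/well, Opti-MEM/10% FBS; cpd 4 pt, 1:5; 24 h, 37 deg C, 5% CO2; detection reagent 10 min RT; luminescence.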
# Starred values were filed as active, the others as inactive; ? = inconclusive; nt = no result given; [ ] = dose if it differs, or a comment. Unless noted, calls come from the whole dose curve; as a rule, active = well fitted curve in the direction sought with a large enough effect; inconclusive = small, poorly fitted or top-dose-only effect, or another doubt; inactive = no such curve, though single readings can be large; an effect the other way counts as inactive or inconclusive.
canonical_smiles	TRPV1 ag	Rab9 promoter act	p53 reactivator	Gal4-VP16 FLuc	ELG1 genotoxic	ELG1 repair inh	FLuc modulator	BRCA1 expr act	Tb PFK inh	RORg inh	NPC1 prom act
COc1ccc(OC)c(N/C=C/C(=C(C#N)C#N)N(C)C)c1	-2	10%	-5%	2%	2%	-10%	-14%	-31%	2%	-7%	-7%
COc1ccc(C(=O)Nn2c(SCC(=O)NCC3CCCO3)nc3ccccc3c2=O)cc1 (centres undefined)	21	0.4µM*	-10%	?	?	?	0.76µM*	-65%[inhibitor]	-8%	7.1µM*	0.5µM*
Cc1c(Cl)cccc1NC(=O)CSc1nnc(C)n1CC1CCCO1 (centres undefined)	2	0%	7%	6%	0%	?	-1%	-13%	-9%	1%	0%
COc1cc(/C=C2/C(=O)NN(c3ccccc3)C2=O)cc(Br)c1O	4	-2%	-1%	2%	10%	5%	17µM*	-6%	13%	-34%	-4%
COc1ccc(/C=C/C(=O)OCC(=O)N2CC(=O)Nc3ccccc32)cc1S(=O)(=O)N1CCOCC1	-9	-5%	-1%	-5%	-8%	-9%	-1%	-41%	-3%	-5%	-5%
COc1ccc(OC)c(NC(=O)NNC(=O)c2cc3occc3[nH]2)c1	-4	0%	10%	-1%	3%	8%	1%	-34%	0%	-22%	0%
Cc1ccc2c(c1)N(C(=O)CSc1nncn1C)C(C)(C)c1ssc(=S)c1-2	-2	-1%	-2%	-3%	0%	-25%	-1%	-37%	-3%	32%	-2%
O=C(Cc1c(F)cccc1Cl)Nc1nc2ccccc2s1	22	?	-9%	?	9%	?	27µM*	8.9µM*	2%	-27%	20%
Cc1ccc(C(C)C)c(OCC(=O)Nc2ccc(N3CCN(S(C)(=O)=O)CC3)cc2)c1	20	-2%	-5%	-10%	4%	-8%	0%	-3%	12%	-20%	-1%
CN1CCCN(C(=O)c2cc(-c3ccc(Cl)c(Cl)c3Cl)nc3ccccc23)CC1	4	-13%	-4%	-6%	-3%	-4%	-14%	-4%	3%	-11%	1%
COc1cc(C(C)=O)ccc1OCC(O)CN(CCO)Cc1ccccc1 (centres undefined)	1	-1%	-1%	-13%	0%	-10%	-1%	-14%	0%	8%	-4%
COc1ccc2nc(NC(=O)CN(c3ccc(C)cc3)S(=O)(=O)c3c(C)nn(C)c3C)sc2c1	-4	4%	2%	18µM*	-8%	23µM*	?	-26%	0%	0%	0%
CC1CCCC(NC(=O)CSc2nnc(-c3cccnc3)n2N)C1C (centres undefined)	nt	nt	0%	nt	4%	3%	nt	-4%	-1%	nt	nt
Cc1c(Cl)cccc1Nc1nc(N)nc(CN2CCCCCC2)n1	4	-2%	0%	1%	-1%	3%	-2%	-17%	0%	1%	-3%
COc1ccc(-n2ccnc2CN2CCN(C3CCCC3)C(CCO)C2)cc1 (centres undefined)	-1	1%	-3%	4%	4%	?	?	-11%	0%	-33%	-1%
S=C(Nc1ccc(Cl)c(Cl)c1)NN1CCOCC1	-1	2%	-10%	10µM*	1%	2%	0%	-19%	1%	7.9µM*	0%
CCn1nnc(-c2ccccc2NC(=O)c2ccc(-n3cnnn3)cc2)n1	0	-7%	2%	nt	-7%	-10%	0%	-2%	11%	?	-3%
Cc1onc(-c2ccccc2)c1C(=O)Nc1c(C)n(C)n(-c2ccccc2)c1=O	2	-1%	?	-7%	1%	12%	-1%	9%	-1%	1%	-1%
CCN(CC(=O)Nc1ccc(OC)cc1)C(=O)CCc1nc2ccccc2c(=O)[nH]1	-2	-3%	1%	nt	2%	-1%	4%	-10%	3%	nt	-5%
Cc1ccc(S(=O)(=O)N2CCCCC2)cc1NC(=O)Cn1cc(C(F)(F)F)ccc1=O	1	-3%	4%	nt	0%	-7%	-8%	2%	1%	nt	0%
COc1ccc(-n2ccnc2SCC(=O)Nc2ccc(OC)cc2OC)cc1	0	-3%	-12%	-10%	-5%	-6%	0%	-24%	-2%	3%	0%
O=C(CCC(=O)N(CC(=O)NC1CCCCC1)Cc1ccccc1)Nc1nccs1	0	-4%	3%	-3%	-9%	-10%	2%	-14%	-1%	-5%	0%
COC(=O)c1cccc(NC(=O)CN2CCOCC2)c1	-1	3%	4%	-1%	9%	2%	0%	16%	1%	23%	1%
COCCNC(=O)C(c1ccncc1)N(C(=O)Cn1nnc2ccccc21)c1ccc(OC)cc1 (centres undefined)	0	2%	4%	nt	3%	7%	5%	-2%	-11%	1%[0.365 µM]	-1%
O=C(/C=C/c1ccco1)Nc1cccnc1	0	?	8%	5%	?	?	19µM*	86%	-22%	-26%	?
CN1CCCN(C(=O)CNC(=O)c2ccc(Cl)cc2Cl)CC1	nt	nt	1%	nt	2%	5%	nt	3%	-2%	nt	nt
O=C(COC(=O)[C@@H]1CC(O)CN1S(=O)(=O)c1ccc2c(c1)OCCO2)NCc1ccc(F)cc1 (some centres undefined)	2	2%	0%	3%	4%	-2%	2%	0%	0%	2%	-5%
O=C(CSc1ncnc2scc(-c3ccccc3)c12)NCc1ccc2c(c1)OCO2	12	-3%	-10%	-4%	-7%	-28%	2%	-19%	-1%	?	2%
COc1cccc(/C=C/C(=C2/C(=O)N(c3ccccc3)N=C2C)c2ccccc2)c1OC	-8	-2%	6%	?	3%	7.3µM*	-13%	-6%	-7%	-9%	1%
CC1CCCC(C)N1NC(=O)Cc1ccccc1 (centres undefined)	2	5%	-2%	0%	-1%	0%	0%	-3%	4%	-26%	-1%
CC(=O)NC(CC(=O)NC1CCCCCC1)c1ccccc1 (centres undefined)	-1	-7%	6%	1%	2%	12%	0%	-2%	3%	-24%	1%
O=C(CSCc1ccccc1F)NCc1ccc(F)cc1	?	-4%	12%	-14%	6%	?	-4%	?	-6%	16%	-3%
CCC(C)N(C(=O)CSc1nnc(COc2ccccc2F)n1N)C1CCS(=O)(=O)C1 (centres undefined)	-3	0%	10%	nt	3%	15%	2%	-13%	-1%	nt	-1%
COc1ccc(NC(=O)c2ccc(NS(=O)(=O)c3c(C)noc3C)cc2)cc1OC	-2	-7%	-18%	-1%	7%	9%	1%	-13%	-1%	1%	-6%
C#CCOCCOCCOCCNc1nc(N2CCN(C(=O)Cn3cc(CCCN=C(N)N)nn3)CC2)nc(N2CCN(C(=O)[C@H]([C@@H](C)CC)n3cc(CCCN=C(N)N)nn3)CC2)n1	-3	3%	4%	7%	3%	?	3%	nt	-1%	12%	-2%
C/C(=N\Nc1nc(C)cc(-c2ccccc2)n1)c1ccc(C)o1	13	-15%	1%	10µM*	-7%	?	?	-19%	0%	5µM*	-6%
Cc1cc(C)c(S(=O)(=O)c2cccc(C(F)(F)F)c2)c(=O)[nH]1	0	-1%	0%	1%	0%	13%	1%	3%	-1%	-4%	-5%
Cc1cc(C)c(C#N)c(N2CCN(c3ccccc3F)CC2)n1	25	-1%	-4%	4%	-7%	-14%	0%	-35%	-1%	-7%	3%
CC(=O)c1cccc(CN2CCN(CCc3ccccc3)C(CCO)C2)c1 (centres undefined)	2	-12%	5%	4%	1%	-5%	1%	-19%	-1%	-18%	3%
CN(C)S(=O)(=O)c1cc(NC(=O)CN2CCN(c3ccc(O)cc3)CC2)ccc1Cl	3	-1%	0%	7%	-11%	?	0%	-19%	?	-1%	17%
COc1ccc2[nH]cc(CCNC(=O)Cc3ccc(Br)cc3)c2c1	10	6%	-10%	-6%	-3%	-21%	0%	-19%	3%	14%	1%
NC(=O)c1nc(-c2ccco2)nc2c1[nH]c(=O)n2-c1ccc(Cl)c(Cl)c1	3	-3%	0%	-1%	11%	8%	-3%	-9%	0%	-5%	-2%
